High-throughput results from PubChem BioAssay.
Rac1 wt GTP bind – human Rac1 wildtype GTP binding, inhibitors and activators; GST-Rac1 beads, fluorescent GTP binding, flow cytometry; actives lie on both sides; 0 = cold GTP competed, 100 = untreated; AID 757; hit rate 0.27% among 190,000; GTP binding activity (% of control), % at 10 µM;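 active = GTP binding activity at least 20 points away from the 100% control level, either lower or higher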
Avidin fluor – compound fluoresces at 488/530 nm on avidin beads; compound fluorescence 488/530 nm, flow cytometry; hits give high values; hit rate 0.38% among 220,000; fluorescence (KMESF) at 10 µM; in the data active = fluorescence above about 47; note: inactives centre near 10
GSH fluor – compound fluoresces at 488/530 nm on GSH beads | GSH beads flow cytometry, compound fluorescence 488/530 nm; hits give high values | fluorescence (KMESF) at 10 µM | hit rate 0.25% among 190,000 | AID 1776; in the data active = fluorescence above about 89;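 note: glutathione beads carrying GST-tagged Bcl family fusion proteins plus one bare bead set; values are compound well signal with DMSO vehicle wells as background; inactives centre near 16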
HRas wt GTP – human HRas wildtype GTP binding, change in either direction; P01112; GTP binding activity, % at 10 µM; GST-Ras wt beads, Bodipy-FL-GTP binding, flow cytometry; actives lie on both sides; hit rate 0.14% among 190,000;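 active = GTP binding activity at least 20% away from the 100% baseline, either lowered as inhibitor or raised as activator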;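 note: 0% = unlabeled GTP competition control and 100% = no-compound control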
Target sequence (P01112 whole entry, looked up): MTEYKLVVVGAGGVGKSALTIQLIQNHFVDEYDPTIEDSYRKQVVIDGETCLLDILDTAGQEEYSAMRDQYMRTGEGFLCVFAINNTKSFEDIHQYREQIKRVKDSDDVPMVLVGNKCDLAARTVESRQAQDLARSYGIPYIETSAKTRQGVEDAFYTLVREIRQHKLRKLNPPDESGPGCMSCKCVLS
Mcl1-Noxa inh – Mcl-1/Noxa interaction inhibition; Q07820; TR-FRET Mcl-1/Noxa peptide binding, 2 h; inhibition, % at 21.7 µM; hit rate 1.5% among 220,000; AID 1022;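 active = compounds that cut the protein-peptide binding signal by more than 50% relative to plate controls in a single-dose test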;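 note: His-tagged Mcl-1 with rhodamine Noxa BH3 peptide and terbium anti-His antibody; 0% = Mcl-1 plus Noxa peptide wells and 100% = peptide-only wells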
Target sequence (Q07820 whole entry, looked up): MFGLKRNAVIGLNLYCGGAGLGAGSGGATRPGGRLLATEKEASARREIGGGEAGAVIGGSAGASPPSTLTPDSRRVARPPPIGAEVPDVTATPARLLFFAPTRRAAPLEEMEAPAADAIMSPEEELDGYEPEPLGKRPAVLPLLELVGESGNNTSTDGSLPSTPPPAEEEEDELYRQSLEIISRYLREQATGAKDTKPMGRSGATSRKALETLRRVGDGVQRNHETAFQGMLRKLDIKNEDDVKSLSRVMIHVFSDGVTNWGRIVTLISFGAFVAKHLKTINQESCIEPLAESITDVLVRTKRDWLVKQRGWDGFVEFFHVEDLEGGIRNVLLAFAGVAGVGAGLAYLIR
Cdc42 wt – human Cdc42 wildtype GTP binding change, either direction; AID 761; hit rate 0.2% among 190,000; P60953; GST-Cdc42 beads, Bodipy-GTP binding, flow cytometry; actives lie on both sides; percent activity (GTP binding), % at 10 µM;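 active = percent activity GTP binding at least 20 points away from the 100% baseline, either down as inhibitor or up as activator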;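 note: median bead fluorescence of bound Bodipy-FL-GTP at 100 nM; 0% = excess unlabeled GTP control and 100% = no compound control; below 100% means less GTP binding so inhibitor and above means activator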
Target sequence (P60953 whole entry, looked up): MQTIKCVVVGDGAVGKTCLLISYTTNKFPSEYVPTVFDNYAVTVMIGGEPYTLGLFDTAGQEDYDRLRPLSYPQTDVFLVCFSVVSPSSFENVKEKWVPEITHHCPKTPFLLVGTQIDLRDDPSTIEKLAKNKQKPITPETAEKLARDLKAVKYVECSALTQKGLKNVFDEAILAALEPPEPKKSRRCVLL
Mcl1-Bid inh – Mcl-1/Bid interaction inhibition; inhibition, % at 21.7 µM; Q07820; hit rate 0.97% among 220,000; TR-FRET Mcl-1/Bid-Dy647 peptide binding, 1536-well;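 active = compounds that cut the binding signal by more than half at the single screening dose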;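 note: His-tagged Mcl-1 with europium anti-His antibody binding Bid BH3 peptide; 0% = Mcl-1 plus peptide wells and 100% = peptide-only wells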
Pf gametocyte – inhibitors of late stage P. falciparum gametocyte viability; P. falciparum stage V gametocytes, ATP luminescence, 24 h; inhibition, % at 10.9 µM; hit rate 0.065% among 150,000; AID 743093;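 active = inhibition above the mean plus 3 SD of compounds within the control limits, set per campaign, cut at about 38% in these data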;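 note: 0% = DMSO wells and 100% = medium only without gametocytes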
Rab7 wt modul – dog Rab7 wildtype GTP binding, inhibitors and activators | GST-Rab7 beads, fluorescent GTP binding, flow cytometry; actives lie on both sides; untreated = 100%, excess cold GTP = 0% | GTP binding activity (percent of control), % at 10 µM | hit rate 0.055% among 190,000;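 active = fluorescent GTP binding to Rab7 beads changed by at least 20 points from the 100% baseline, either direction, mostly lower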;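 note: median green fluorescence of bound Bodipy-FL-GTP per Rab7 bead population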
Rab2A wt mod – changes GTP binding to wildtype dog Rab2A, up or down | GST-Rab2 wt beads, Bodipy-GTP binding, flow cytometry | GTP binding activity, % at 10 µM | hit rate 0.19% among 190,000 | AID 760;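 active = GTP binding activity at least 20 points away from 100%, either lowered or raised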;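 note: 0% = beads with excess unlabeled GTP and 100% = no-compound control corrected for plate trend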
Rac1 mut GTP – modulators of GTP binding to human Rac1 activated mutant | P63000 | GST-Rac1 activated beads, fluorescent GTP binding, flow cytometry; actives lie on both sides; 100% means binding = to untreated wells | percent activity (GTP binding), % at 10 µM | hit rate 0.11% among 190,000;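 active = GTP binding at least 20 percentage points away from the 100% baseline, in either direction, so actives lie on both sides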
* hit, by the source's call; / = not tested or not shown; & = joins results of further samples.

SMILES	Rac1 wt GTP bind	Avidin fluor	GSH fluor	HRas wt GTP	Mcl1-Noxa inh	Cdc42 wt	Mcl1-Bid inh	Pf gametocyte	Rab7 wt modul	Rab2A wt mod	Rac1 mut GTP
CCOCCCn1c(=O)c(NC(=O)c2ccc(OCC)cc2)c2n(c1=S)CCCCC2	93	15	13	96	8	96	-4	-8	97	95	95
CC(C)N(C(=O)CSc1nc2ccccc2n1Cc1ccccc1)C(C)C	103	6	22	100	18	99	2	17	102	97	98
Cc1ccccc1-n1c(=O)/c(=C\c2ccco2)s/c1=C(/C#N)C(=O)Nc1ccccc1	103	5	43	101	-2	101	-6	23	102	100	99
O=c1c2cc(Br)ccc2nc(-c2cccc(C(F)(F)F)c2)n1O	98	10	18	102	-91	103	-24	2	99	99	99
CCOC(=O)c1c(NC(=O)CSC(=S)N(C)C)sc(C)c1C	102	5	22	99	2	98	6	13	97	98	98
O=S(=O)(/N=C(/Nc1ccccc1)C(F)(F)F)c1ccccc1	101	2	5	98	4	99	-35	4	99	95	98
Cn1c(=O)oc2cc(S(=O)(=O)NCc3ccco3)ccc21	96	7	28	99	6	97	-20	/	100	97	96
COc1ccc(CNC(=O)CN(Cc2ccc(F)cc2)C(=O)c2csnn2)cc1	99	9	11	97	11	98	-12	-2	101	97	93
Cc1ccc(Cn2ncc3c(NCCCN4CCOCC4)ncnc32)cc1	107	8	40	105	5	102	-32	/	104	101	99
CS(=O)(=O)Nc1cccc(C(=O)CC2(O)C(=O)Nc3ccccc32)c1 (stereo not given)	98	16	7	99	-4	98	-21	4	97	98	100
CCN1C(=O)/C(=C/C=C2/Sc3ccc4ccccc4c3N2CCO)SC1=S	75*	10	10	78*	33	78*	3	5	81	84	83
COc1cccc(C2=NO[C@@H]3C(=O)N(c4ccc5c(c4)OCCO5)C(=O)[C@H]23)c1OC	95	15	9	96	48	95	-19	1	96	97	96
O=C(NN1C(=O)/C(=C\c2cccnc2)SC1=S)C(c1ccccc1)c1ccccc1	95	11	11	94	20	98	-24	10	94	90	92
Cc1ccccc1OCc1nc2ccccc2c(=O)n1NC(=O)c1ccco1	101	23	31	99	3	103	12	-6	98	100	98
Cc1ccc(C(=O)CNc2ccc(Cl)cc2)cc1	101	8	12	100	9	101	-31	4	107	103	95
O=C(/C=C/c1ccc(Cl)cc1)NC1CCS(=O)(=O)C1 (stereo not given)	106	10	16	102	11	98	-8	-2	102	97	98
Nc1c(NCCN2CCOCC2)c2ccccc2oc1=O	102	11	7	102	-5	101	-74	/	106	104	97
CCCCn1c(Cc2ccccc2)nnc1SCC(=O)N1CCOCC1	100	6	19	98	6	99	-11	15	99	98	95
Cc1ccccc1-c1nc(CS(=O)(=O)CC(=O)NCCCN2C(C)CCCC2C)c(C)o1 (stereo not given)	100	7	14	98	-1	97	-11	/	99	99	97
O=C(CN1CCOCC1)Nc1ncc(Cc2cccc(Cl)c2Cl)s1	106	12	16	99	24	103	-5	4	96	97	98
c1ccc(-c2noc(CCC3CCCC3)n2)cc1	105	11	18	101	13	98	-18	-17	100	102	99
CCNC(=O)N1c2ccc(OC)cc2C(C)=CC1(C)C	95	38	13	97	1	97	-30	-6	97	95	95
CSc1ccc(/C=N/NC(=O)CN2CCN(Cc3ccccc3)CC2)cc1	98	21	15	96	16	96	-11	14	99	96	95
COc1cccc(NC(=S)N(CCCN2CCCC(C)C2)Cc2cccs2)c1 (stereo not given)	101	11	9	96	-4	98	-19	25	89	95	98
O=C(NCc1cccnc1)c1cccc(S(=O)(=O)N2CCCCC2)c1	103	15	7	100	-5	101	-19	/	99	101	97

Overlap with the part before: 4 compounds, then new ones.
SMILES	Rac1 wt GTP bind	Avidin fluor	GSH fluor	HRas wt GTP	Mcl1-Noxa inh	Cdc42 wt	Mcl1-Bid inh	Pf gametocyte	Rab7 wt modul	Rab2A wt mod	Rac1 mut GTP
CCNC(=O)N1c2ccc(OC)cc2C(C)=CC1(C)C	95	38	13	97	1	97	-30	-6	97	95	95
CSc1ccc(/C=N/NC(=O)CN2CCN(Cc3ccccc3)CC2)cc1	98	21	15	96	16	96	-11	14	99	96	95
COc1cccc(NC(=S)N(CCCN2CCCC(C)C2)Cc2cccs2)c1 (stereo not given)	101	11	9	96	-4	98	-19	25	89	95	98
O=C(NCc1cccnc1)c1cccc(S(=O)(=O)N2CCCCC2)c1	103	15	7	100	-5	101	-19	/	99	101	97
O=C(Cn1c(C(F)(F)F)nc2ccccc21)OCC(=O)c1c[nH]c2ccccc12	103	21	13	99	11	103	-14	-28	104	101	97
CCOC(=O)c1ccc(NC(=S)Nc2cccc(C)n2)cc1	106	13	4	101	5	102	-25	/	104	100	103
CN1CCN(C(=S)Nc2cc(S(=O)(=O)N3CCOCC3)ccc2Cl)CC1	98	10	12	101	36	98	-42	0	106	101	94
CCOC(=O)N1CCC2(CC1)C(C#N)=C(N)Oc1n[nH]c(C)c12	101	8	47	101	7	100	-80	/	101	100	97
O=C1NCCc2c1[nH]c1ccccc21	108	3&36	12	105	6&7	107	7&-7	/	106	104	103
CC1CCN(CCOCCOc2ccc(Br)cc2Cl)CC1	105	8	11	100	28	104	29	-72	100	99	98
Cc1ccc(-n2nnnc2SCC(=O)Nc2ccc3c(c2)OCCO3)cc1C	98	3	14	94	7	98	-30	/	91	97	96
O=C(c1ccco1)N1CCN(C(=O)c2cccs2)CC1	103	7	13	103	-1	104	1	6	101	102	100
O=C(Nc1ccncc1)Nc1ccncc1	95	10	12	96	-5	95	-33	13	103	95	95
CC1CCCC(C)N1C(=O)C1CC(c2ccc(F)cc2)=NO1 (stereo not given)	100	13	32	97	-17	98	-23	/	98	99	97
Oc1ccc(-c2cccc(-c3ccc(O)cc3)n2)cc1	95	28	18	95	-103	95	-8	3	97	96	97
Cc1ccc(NC(=O)CN(C)C(=O)C2COc3ccccc3O2)cc1 (stereo not given)	102	5	11	101	16	97	-36	/	96	100	99
CC(C)N(Cc1cc2ccccc2[nH]c1=O)C(=O)c1ccco1	99	9	10	96	20	94	-6	11	98	98	95
COc1ccc(OC)c(S(=O)(=O)Nc2cc(C(=O)O)ccc2N2CC3CC(C2)c2cccc(=O)n2C3)c1 (stereo not given)	103	11	15	101	6	101	1	14	107	102	98
CC(=O)c1ccc(NS(=O)(=O)Cc2ccccc2)cc1	102	40	21	98	-7	97	5	/	99	97	97
c1coc(CN=C2NC(=NCc3ccco3)c3ccccc32)c1	102	7	12	100	-7	100	-29	/	98	103	99
Nc1nnc(COc2ccccc2)s1	102	6	14	99	10	101	-9	/	98	97	100
COc1ccc2c(c1)Cc1sc(NC(=O)c3ccco3)nc1-2	102	3	20	100	24	101	11	/	97	101	99
Cc1ccc(C(C)C)c(OCC(=O)Nc2ccc(Cl)cn2)c1	106	8	21	106	2	110	2	12	106	106	101
COc1ccccc1OCCNc1cc(N2CCCCC2)ccc1[N+](=O)[O-]	103	14	4	100	11	98	-30	8	99	97	99
Cc1nc(CN(C)C(=O)c2ccccc2OC2CCN(S(C)(=O)=O)CC2)cs1	99	10	24	97	-4	91	-11	/	101	96	94
CSc1ccc(C2C3(C#N)C(N)=NC4(OCCO4)C23C#N)cc1 (stereo not given)	103	8	21	104	12	105	-10	/	104	107	101
COc1ccc(-c2cnnc(N/N=C/c3ccc(O)c(O)c3)n2)cc1	96	7	16	98	46	97	-93	-10	101	99	99
CC(=O)N(C)N1c2ccccc2CCc2ccccc21	102	6	23	95	-8	101	-7	-1	98	99	97
CC(=O)Nc1ccc(S(=O)(=O)N(Cc2ccccc2)c2ccccc2F)cc1	95	11	52	97	5	96	3	5	104	98	95

Going on with the list:
SMILES	Rac1 wt GTP bind	Avidin fluor	GSH fluor	HRas wt GTP	Mcl1-Noxa inh	Cdc42 wt	Mcl1-Bid inh	Pf gametocyte	Rab7 wt modul	Rab2A wt mod	Rac1 mut GTP
c1ccc2cc(CN3CCOCC3)ccc2c1	102	8	47	100	1	101	1	/	97	98	97
CCOc1cc(C(=O)N2CCOCC2)ccc1OCc1ccccc1	109	8	13	103	23	103	-33	-18	103	103	101
COc1ccc2c(c1)C(c1ccc([N+](=O)[O-])cc1)=NNC(c1ccco1)=N2	102	5	16	102	18	100	-16	/	100	103	97
O=C(COC(=O)c1ccccc1NC(=O)c1ccccc1)c1ccc([N+](=O)[O-])cc1	101	2	33	100	-4	101	-3	/	100	100	97
Cc1ccc(-c2nc(N)sc2CC(=O)OCC(=O)NCCC(C)C)cc1	100	6	11	98	-3	100	-61	7	96	99	101
Cn1c(SCc2ccc(Br)cc2)nnc1-c1ccncc1	101	12	14	101	1	100	-4	23	104	99	99
O=C(OCc1ccccc1)c1cccc(-c2nnn(Cc3ccccc3)n2)c1	103	7	12	100	0	100	0	/	97	99	99
O=C(c1cc2ccccn2n1)N1CCN(c2ccccn2)CC1	98	3	21	91	-2	92	-22	/	90	93	94
CNC(=O)c1cccn1-c1ccsc1C(=O)OC	105	10	28	101	2	100	-26	/	103	100	98
COc1ccc(C(=O)NCC(=O)N/N=C/C(C)=C/c2ccco2)cc1OC	102	5	9	100	20	98	-92	/	104	99	99

Already shown: an excerpt of the list.
SMILES	Rac1 wt GTP bind	Avidin fluor	GSH fluor	HRas wt GTP	Mcl1-Noxa inh	Cdc42 wt	Mcl1-Bid inh	Pf gametocyte	Rab7 wt modul	Rab2A wt mod	Rac1 mut GTP
Cn1c(SCc2ccc(Br)cc2)nnc1-c1ccncc1	101	12	14	101	1	100	-4	23	104	99	99
O=C(OCc1ccccc1)c1cccc(-c2nnn(Cc3ccccc3)n2)c1	103	7	12	100	0	100	0	/	97	99	99
